ZTA counter – counter-screen for EBNA-1 inhibitors: inhibitors of Epstein-Barr virus ZTA | P03206 | ZTA-DNA binding, fluorescence polarization | inhibition, % at 11 µM | hit rate 0.15% among 320,000 | AID 2234; in the data active = inhibition above about 33%
LAP4 TOR yeast – yeast TOR pathway LAP4-GFP modulation; S. cerevisiae LAP4-GFP multiplex, flow cytometry GFP, 3 h; median GFP as percent of DMSO wells; GFP response vs DMSO, % at 10 µM; hit rate 0.34% among 320,000; AID 2023;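 active = GFP response vs DMSO above a set limit, about the screen mean plus 3 SD, cut at about 150% in these data; inconclusive = under 70 cell events counted for the yeast strain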
EBNA-1 inhibitor – blocks EBNA-1 binding to DNA; EBNA-1 DNA binding, fluorescence polarization; inhibition, % at 14.8 µM; hit rate 0.34% among 300,000; in the data active = inhibition above about 28%
MEP2 TOR yeast – modulators of TOR pathway MEP2-GFP in S. cerevisiae; hit rate 0.51% among 330,000; S. cerevisiae MEP2-GFP strain, flow cytometry GFP, 3 h; 100% = DMSO control level; GFP response vs DMSO, % at 10 µM;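 active = GFP response versus DMSO above a set limit, roughly screen mean plus 3 SD, cut at about 180% in these data; inconclusive = fewer than 70 cells counted for a yeast strain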;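 note: median GFP fluorescence of the barcode-gated MEP2-GFP cells per well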
AHR activator – activators of human aryl hydrocarbon receptor; P35869; AHR-responsive luciferase reporter cells, luminescence; activation, % at 5 µM; hit rate 2.5% among 320,000; AID 2796; in the data active = activation above about 47%;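 note: 0% = vehicle wells and 100% = reference agonist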
proCasp7 act – counter-screen for procaspase-3 activators: activators of human procaspase-7; hit rate 0.093% among 330,000; P55210; recombinant procaspase-7, Ac-DEVD-pNA absorbance 405 nm; D23A/D198A/D206A triple mutant, cannot self-cleave; scale: DMSO 0, 5 µM enzyme 100; activation, % at 8.5 µM;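 active = percent activation above the screen-wide mean plus 3 SD, cut at about 25% in these data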
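Detection: p-Nitroaniline absorbance at 405 nm, read at 0 and 120 min; system: Uncleavable procaspase-7 mutant enzyme; evaluation: % activation from two-timepoint absorbance difference, scaled to controls; times: 1 h enzyme–compound preincubation and 2 h substrate reaction, both 25 °C; buffer or medium: Zinc-free HEPES pH 7.4 with 300 mM NaCl, 0.01% Triton X-100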
RPL19A-GFP yeast – alters RPL19A-GFP fluorescence in TOR pathway yeast screen | S. cerevisiae RPL19A-GFP strain, flow cytometry, 3 h; stronger effect = lower value | percent response vs DMSO, % at 10 µM | hit rate 0.3% among 330,000 | AID 2025;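 active = percent response vs DMSO below 50%; inconclusive = fewer than 70 events counted for the yeast strain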;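 note: median channel GFP fluorescence of the barcoded RPL19A-GFP strain; ratio of sample median GFP to plate DMSO average so 100% = DMSO; lower means less RPL19A-GFP as with rapamycin TOR inhibition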
procasp3 activ – activators of human procaspase-3; activation, % at 8.5 µM; hit rate 0.11% among 330,000; P42574; recombinant procaspase-3 D3A, Ac-DEVD-pNA absorbance 405 nm; AID 463141;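 active = activation above the mean of all tested compounds plus 3 SD, cut at about 21% in these data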;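 note: 0% = DMSO alone and 100% = DMSO wells spiked with extra 5 µM PC-3 D3A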
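Technique: 405 nm absorbance of p-nitroaniline, reads at 0 and 120 min; Test system: Procaspase-3 D3A mutant; Incubation: 1 h enzyme-compound preincubation, then 2 h substrate reaction, 25 °C; Repeats: singlicate, each compound tested once; Benchmarks: low control DMSO wells, high control DMSO plus 5 µM PC-3 D3A.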
Active calls of the source: *; ? = inconclusive; . = not tested or not shown; [ ] = remark or other dose.

Results follow in this order: ZTA counter, LAP4 TOR yeast, EBNA-1 inhibitor, MEP2 TOR yeast, AHR activator, proCasp7 act, RPL19A-GFP yeast, procasp3 activ
1: Cc1nc(NS(=O)(=O)c2ccc(Br)cc2)c2c3c(sc2n1)CCC3
  16, 98, 7, 96, 0, 5, 94, -4
2: COc1ccc(-c2noc(COc3ccc4c(c3)OCO4)n2)cc1
  5, 101, -5, 104, 0, -3, 99, -1
3: CC(=O)Nc1ccc(S(=O)(=O)N2CCN(c3ccccn3)CC2)cc1
  -2, 96, -3, 94, 2, -3, 95, -2
4: CC1CCC(NC(=O)CN2CCN(S(=O)(=O)c3cccs3)CC2)CC1 (stereo not given)
  -2, 96, ., 95, 1, 10, 96, 5
5: CC(=O)Nc1ccccc1/C=C/c1ccc2c(C)ccc(O)c2n1
  8, 93, 3, 104, -5, 5, 106, 3
6: O=C(Nc1ccccc1)NC1CCN(Cc2ccccc2)CC1
  -6, 98, 5, 101, 3, 3, 97, -1
7: CCOC(=O)c1nn(-c2ccc(C)cc2)cc1C(=O)c1ccccc1
  -5, 104, 8, 102, 1, 6, 103, 0
8: COc1ccccc1NC(=O)CSC1=NCCN1
  14, 103, 8, 99, 3, 1, 101, 1
9: O=C(Nc1cccc(S(=O)(=O)N2CCCCCC2)c1)c1cncc(Br)c1
  ., 99, ., 100, 33, 18, 96, 6
10: NS(=O)(=O)c1ccc(NC(=S)NC(=O)c2cccnc2)cc1
  2, 92, -8, 95, 57*, 9, 93, 8
11: CC1CCCC(NC(=O)COC(=O)c2ccc(Cl)nc2)C1C (stereo not given)
  7, 107, ., 109, -2, -2, 104, 0
12: COc1cc(/C=C2/C(=O)NN(c3cccc(C)c3)C2=O)cc([N+](=O)[O-])c1O
  13, 72, 14, 106, 1, -6, 101, -2
13: Cc1cccc(C)c1OCC(=O)NNC(=O)c1ccoc1C
  -4, 107, -1, 105, 4, 6, 104, 4
14: c1ccc(Nc2ccccn2)cc1
  14, 101, 12, 102, 13, 7, 102, 3
15: COc1ccc(C)cc1S(=O)(=O)Nc1ccccc1
  2, 108, 6, 114, 4, 12, 108, -2
16: CC(C)C(=O)NCCc1nc2ccccc2n1CCOc1ccccc1
  -2, 108, 3, 104, 5, 7, 103, 1
17: O=C(CNC1CCCCCC1)Nc1ccc(N2CCCC2)cc1
  14, 98, -2, 98, 2, -6, 97, -1
18: CC(=O)c1cccc(N(C(=O)CNC(=O)c2ccco2)C(C(=O)NCc2ccco2)c2ccccc2)c1 (stereo not given)
  -4, 83, -16, 102, 5, 10, 104, 0
19: O=C(NC1CCCCCC1)C1CCN(S(=O)(=O)c2ccc(F)cc2)CC1
  1, 103, 4, 99, 1, 3, 99, -3
20: COc1ccc(NC(C)=O)cc1NC(=O)CN1CCN(S(=O)(=O)c2ccc(C(C)C)cc2)CC1
  -4, 105, 6, 106, -3, 5, 105, -5

Quoted at random: 4 compounds from above, in no set order.
Results follow in this order: ZTA counter, LAP4 TOR yeast, EBNA-1 inhibitor, MEP2 TOR yeast, AHR activator, proCasp7 act, RPL19A-GFP yeast, procasp3 activ
11: CC1CCCC(NC(=O)COC(=O)c2ccc(Cl)nc2)C1C (stereo not given)
  7, 107, ., 109, -2, -2, 104, 0
12: COc1cc(/C=C2/C(=O)NN(c3cccc(C)c3)C2=O)cc([N+](=O)[O-])c1O
  13, 72, 14, 106, 1, -6, 101, -2
19: O=C(NC1CCCCCC1)C1CCN(S(=O)(=O)c2ccc(F)cc2)CC1
  1, 103, 4, 99, 1, 3, 99, -3
15: COc1ccc(C)cc1S(=O)(=O)Nc1ccccc1
  2, 108, 6, 114, 4, 12, 108, -2

(list continues)
Results follow in this order: ZTA counter, LAP4 TOR yeast, EBNA-1 inhibitor, MEP2 TOR yeast, AHR activator, proCasp7 act, RPL19A-GFP yeast, procasp3 activ
21: Cc1ccc(NC(=O)c2ncc(Cl)c(Cl)c2Cl)cc1C
  -3, 97, 8, 96, 0, 4, 99, 16
22: CCc1ccccc1N(CC(=O)NC(C)C)C(=O)CCC(=O)Nc1nccs1
  -16, 88, -8, 102, -2, -6, 99, 4
23: CCC1SC2=NC(C)=C(C(=O)OC)C(c3cccs3)N2C1=O (stereo not given)
  7, 99, 8, 107, -1, 7, 97, -5
24: O=C(Nc1ccccc1Oc1cccnc1)C1CCCN(C/C=C/c2ccc(F)cc2)C1 (stereo not given)
  -4, 72, -1, 105, 6, 6, 125, 6
25: COc1ccc(-c2ccc(NS(=O)(=O)c3cccc([N+](=O)[O-])c3)cc2)nn1
  6, 95, -3, 99, -3, 3, 97, -2
26: COc1ccc(CN2C(=O)c3cccnc3C2=O)cc1S(=O)(=O)N1CCOc2ccc(C)cc21
  -8, 89, -10, 94, -2, -5, 98, 3
27: COc1ccc(C(=O)Nc2oc(-c3ccccc3)c(-c3ccccc3)c2C#N)cc1OC
  -10, 99, -6, 100, 0, 7, 99, 6
28: O=C(N/N=C/c1ccco1)C1CC1
  -18, 101, 2, 108, 6, -1, 102, 2
29: CCC(=O)NC(NC(=S)Nc1ccc(S(N)(=O)=O)cc1)C(Cl)(Cl)Cl (stereo not given)
  -3, 97, -10, 98, -3, -4, 99, 0
30: Cc1cc(C)n(C(=O)CSc2nc3ccccc3o2)n1
  -4, ?, -2, ?, 3, 5, ?, 1
31: COc1ccc(OC)c(Nc2cc(C(=O)NCCCN3CCOCC3)c3ccccc3n2)c1
  0, 104, 0, 105, 11, -5, 104, -4
32: O=C(COC(=O)c1ccccc1Cl)NC(=O)NCc1ccccc1
  8, 103, 6, 107, -3, 6, 103, 3
33: O=C1C2C3C=CC(C4CC34)C2C(=O)N1/N=C/c1c[nH]c2ccccc12 (stereo not given)
  -1, 98, 8, 97, 39, 6, 90, 2
34: O=C(NC1CCCCC1)C1CC(=O)N(Cc2ccccc2)C1 (stereo not given)
  -2, 92, 0, 91, -2, 4, 91, 3
35: O=C(Cc1cccs1)N1CCCC(c2nc(-c3ccc(S(=O)(=O)N4CCCC4)cc3)no2)C1 (stereo not given)
  5, 119, 9, 106, 1, 13, 106, 13
36: CC(C)(C)C1CCC(=O)N(CCSc2ccccc2)CC1 (stereo not given)
  -4, 111, 7, 92, 16, -11, 99, -8
37: Cc1cccn2c(=O)c3cc(S(=O)(=O)c4ccc(Br)cc4)c(=N)n(C4CCCC4)c3nc12
  3, 105, 18, 98, -1, 3, 102, 4
38: c1ccc(-c2nc3ccccn3c2NCc2ccc3c(c2)OCO3)cc1
  7, 105, -1, 100, 70*, 1, 96, 1
39: O=C(O)CCc1ccc(-c2ccc(Br)cc2)n1NC(=O)c1ccc([N+](=O)[O-])cc1
  16, 110, 10, 93, 1, 3, 95, -2
40: O=C(CNCc1ccco1)Nc1ccccc1-n1cccc1
  -4, 93, -9, 100, 3, -6, 95, 11
41: Cc1ccccc1-c1nc(CN2CCC(C(=O)NCCCN3CCCC3)CC2)c(C)o1
  5, 102, -4, 112, -5, 3, 103, -8
42: CC1Oc2ccccc2N(Cc2cccnc2)C1=O (stereo not given)
  0, 107, 2, 99, -2, 1, 102, 9
43: Cc1cc(C(=O)CN2C(=O)C3CC=CCC3C2=O)c(C)n1-c1ccccc1 (stereo not given)
  -4, 100, 3, 110, 5, -3, 96, 0
44: CC1CCCC(NC(=O)COC(=O)c2ccc([N+](=O)[O-])s2)C1C (stereo not given)
  ., 101, ., 103, 1, -3, 100, -1
45: COC(=O)c1sccc1-c1ccc(/C=N/OC(=O)c2cccs2)o1
  -12, 146, 2, 90, -1, -47, 101, -3
46: Cc1cccc(NS(=O)(=O)c2cc3c(cc2C)n(C)c(=O)c(=O)n3C)c1
  -7, 101, -2, 99, -2, 1, 97, 12
47: NS(=O)(=O)c1cccc(NC(=O)COC(=O)CNC(=O)c2ccc(-c3ccccc3)cc2)c1
  3, 110, ., 105, 2, 2, 98, 3
48: O=C(CCn1c(=O)[nH]c2ccsc2c1=O)N1CCc2ccccc2C1
  -3, 104, -30, 103, -7, 5, 107, 0
49: c1ccc2c3c([nH]c2c1)-c1[nH]ncc1CC3
  2, 121, -5, 103, 29, 1, 87, 2
50: CNC(=O)CCCN1C(=O)c2ccccc2Sc2ncccc21
  -8, 102, -3, 102, 1, 10, 104, 1
51: Cc1ccc(/C=C2\Sc3ccccc3C2=O)s1
  9, ., -10, 89, 26, 1, 90, -10
52: CCN1CCN(c2ccc(S(=O)(=O)N3CCOCC3)cc2NC(=O)c2cc(Cl)nc3ccccc23)CC1
  -1, 102, -12, 106, 0, 6, 101, 0
53: Cc1cccn2c(=O)nc(SCC(=O)NCc3ccc4c(c3)OCO4)nc12
  5, 94, 19, 110, 8, -1, 109, 0
54: CCCOC(=O)NC1C(NC(=O)OCCC)N(C)C(=O)N1C (stereo not given)
  -2, 99, -13, 103, 6, -2, 104, 3
55: CCOC(=O)c1cc(S(=O)(=O)N2CC(C)CC(C)C2)cn1C (stereo not given)
  8, 102, 8, 101, 0, 9, 97, -3
56: CCN(CC)S(=O)(=O)c1cccc(C(=O)N/N=C/c2cc(OC)c(O)c(OC)c2)c1
  -12, 95, 6, 105, 10, 7, 103, -3
57: Cc1ccc(-n2c(C)nnc2SCC(=O)N2CCc3ccccc3C2)cc1C
  -1, ., -3, 100, 1, -10, 104, 12
58: CCC[C@@H](CN1CCC[C@H]1CN1C(N)=NC[C@@H]1Cc1ccccc1)N1C[C@@H](Cc2ccccc2)N(CCc2ccc(Cl)c(Cl)c2)C1=N
  ., 92, ., 95, 0, 3, 93, 1
59: Cc1cc(S(=O)(=O)c2ccc([N+](=O)[O-])cn2)ccc1Br
  1, 147, -7, 85, -3, -1, 81, -5
60: COc1ccc(CN2CCc3ccccc3C2)c(OC)c1
  7, 112, -1, 99, 1, 1, 93, -2
61: CNC(=S)N(CCc1c(C)[nH]c2ccc(F)cc12)Cc1ccco1
  -7, 101, 4, 103, 18, 0, 98, 0
62: Oc1c(Cl)cc(Cl)cc1/C=N/c1nccs1
  3, 95, 1, 93, 0, -15, 92, -9
63: O=C(NCc1ccco1)c1cc(-c2ccc(F)cc2)on1
  -3, 110, 2, 109, -3, -2, 107, 5
64: Cc1c(-c2ccccc2)nc(-c2ccccc2)[nH]c1=O
  -14, 102[may fluoresce violet], 11, 154[may fluoresce violet], 24, -1, 88[may fluoresce violet], -4
65: CCCC(=O)Nc1ccc(C(=O)COC(=O)c2cc(C)oc2C)cc1
  -9, 102, ., 104, -3, 7, 96, -1
66: OC[C@H]1NC[C@@H](O)[C@@H]1O
  6, 119, -1, 100, -2, 1, 110, 0
